Screening data as filed in PubChem.
MITF act = activators of MITF-driven TRPM1 promoter activity in SK-MEL-5 cells | SK-MEL-5 TRPM1-promoter luciferase, 24 h; % of positive control, neutral wells = 0 | AID 588334 | hit rate 0.75% among 300,000 | activation, % at 12.5 µM;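 active = mean activation of at least 80% with every replicate also reaching 80%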;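 note: 0% = neutral control wells and 100% = parthenolide positive control wells; values of inactives mirror those of a sister screen read the other way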
dFosB activator = activators of mouse delta FosB homodimer; activation, % at 25 µM; hit rate 0.99% among 340,000; purified delta FosB, TAMRA-CDK5 oligo fluorescence polarization; percent of positive-control signal above neutral wells;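 active = mean activation above about 17%, with every replicate also reaching it, limit read from the data, passing the limit was not always enough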;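 note: fluorescence polarization rise as delta FosB binds a TAMRA Cdk5 AP-1 oligo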
CAL PDZ FP-1 = inhibitors of human CAL PDZ peptide binding; purified CAL PDZ, TMR-peptide fluorescence polarization, 1 h; inhibition, % at 20 µM; hit rate 0.02% among 330,000; AID 504414;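 active = highest replicate inhibition of at least 40%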;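 note: plate controls were DMSO neutral control wells for no effect and unlabeled competitor peptide control wells for full effect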
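System: purified tagged CAL PDZ domain construct (CerCALP). Schedule: 1 h incubation at room temperature before polarization reading. Medium: 25 mM sodium phosphate pH 7.4, 150 mM NaCl, TCEP, IgG, Thesit. Read-out: percent inhibition from loss of millipolarization. Measured by: FP readout, S and P plane fluorescence. Probe or stimulus: fluorescent TMR peptide probe.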
Rtt109 HAT inh = inhibitors of Candida albicans Rtt109/Vps75 histone acetyltransferase; Q5AAJ8; hit rate 0.16% among 330,000; purified Rtt109/Vps75, ThioGlo CoA-SH fluorescence, 4 h; inhibition, % at 34.9 µM;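 active = inhibition of at least 50% in every replicate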
Target sequence (Q5AAJ8 whole entry, looked up): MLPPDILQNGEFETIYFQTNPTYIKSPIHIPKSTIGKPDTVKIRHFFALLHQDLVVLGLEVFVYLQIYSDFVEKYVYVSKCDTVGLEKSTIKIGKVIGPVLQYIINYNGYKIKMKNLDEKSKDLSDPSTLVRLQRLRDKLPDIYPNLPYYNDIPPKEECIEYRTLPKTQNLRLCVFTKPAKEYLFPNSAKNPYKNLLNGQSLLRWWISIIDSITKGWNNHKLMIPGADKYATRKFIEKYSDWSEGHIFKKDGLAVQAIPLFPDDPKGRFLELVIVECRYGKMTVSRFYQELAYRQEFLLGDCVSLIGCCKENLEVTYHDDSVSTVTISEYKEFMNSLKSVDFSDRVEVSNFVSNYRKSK
CDK5 p35 inh = blocks human CDK5/p35 kinase activity; inhibition, % at 10 µM; Q00535+Q15078; Recombinant CDK5/p35, ADP-Glo luminescence, 60 min; hit rate 0.01% among 330,000;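 active = highest replicate inhibition of at least 50% and at least 75% of replicates reaching 50%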;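 note: plate controls were DMSO neutral control for no effect and GW8510 at 10 µM for full effect; many of its hits are not listed in these tables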
Target sequence (Q00535 whole entry, looked up): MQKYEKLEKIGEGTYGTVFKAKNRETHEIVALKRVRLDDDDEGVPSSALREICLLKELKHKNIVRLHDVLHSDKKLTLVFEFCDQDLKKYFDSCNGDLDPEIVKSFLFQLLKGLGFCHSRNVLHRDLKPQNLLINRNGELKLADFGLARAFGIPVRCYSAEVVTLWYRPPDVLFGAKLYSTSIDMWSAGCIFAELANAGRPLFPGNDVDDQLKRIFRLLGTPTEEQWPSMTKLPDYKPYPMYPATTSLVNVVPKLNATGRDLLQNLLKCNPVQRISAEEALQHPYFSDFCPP
Target sequence (Q15078 whole entry, looked up): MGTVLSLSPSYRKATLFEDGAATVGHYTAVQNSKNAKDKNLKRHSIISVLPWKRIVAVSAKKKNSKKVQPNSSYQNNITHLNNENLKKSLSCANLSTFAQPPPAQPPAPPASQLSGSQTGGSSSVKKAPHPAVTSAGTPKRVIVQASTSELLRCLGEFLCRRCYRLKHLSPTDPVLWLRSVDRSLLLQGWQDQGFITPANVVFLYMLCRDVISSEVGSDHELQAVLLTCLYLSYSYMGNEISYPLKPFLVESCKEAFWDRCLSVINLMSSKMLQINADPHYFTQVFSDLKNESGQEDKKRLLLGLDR
V-ATPase pH = yeast V-ATPase proton transport regulation by pHLuorin | S. cerevisiae, pHLuorin cytosolic pH fluorescence | response, % at 10 µM | hit rate 0.37% among 350,000; in the data active = response mostly above about 7.3%, no sharp cut-off; inactive = mostly below about 5.4%; note: actives read high; inactives centre near 0; some compounds called inactive have numbers as strong as hits; reference of the scale not given here
cardiac RTF act = increases calcium sensitivity of human cardiac regulated thin filaments. activation, % at 7.2 µM. hit rate 0.24% among 340,000. P19429+P45379. IANBD-labeled TnC RTF fluorescence at EC20 calcium; 0% EC20 calcium, 100% full calcium;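 active = activation above the mean over all tested compounds plus 3 SD, cut at about 30% in these data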;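 note: rise in fluorescence read as greater calcium sensitivity of cardiac thin filaments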
CAL PDZ FP-2 = blocks peptide binding to the human CAL PDZ domain | purified CAL PDZ, TMR-peptide fluorescence polarization, 1 h | inhibition, % at 24.9 µM | hit rate 0.92% among 300,000 | AID 602252;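 active = mean inhibition of at least 30% with at least half of replicates also reaching 30%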;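 note: 0% = DMSO neutral control and 100% = excess unlabeled competitor peptide PRC23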
Tat transport = blocks Tat-dependent protein export in E. coli; AID 488895; inhibition, % at 10 µM; hit rate 0.036% among 340,000; E. coli MC4100 TorA-mCherry Tat export, fluorescence;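 active = mean replicate inhibition at least 50% and at least half of replicates individually reaching 50%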;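 note: exported cargo escapes ClpAP degradation while cytoplasmic cargo is degraded and loses fluorescence; 0% = median of neutral control wells and 100% = median of NaSCN control wells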
Wnt bcat act = activates Wnt/beta-catenin signaling in a reporter cell assay; activation, % at 9.35 µM; activator, plate reader; hit rate 1.2% among 300,000; in the data active = activation above about 30%, passing the limit was not always enough;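 note: 0% = neutral control wells and 100% = positive control wells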
* = called active by the depositor.

O=C(Cc1ccccc1)NC(NC(=S)Nc1cc(Cl)ccc1Cl)C(Cl)(Cl)Cl (stereo unspecified) was read as MITF act 6, dFosB activator 22*, CAL PDZ FP-1 -0.5, Rtt109 HAT inh 5, CDK5 p35 inh 1.2, V-ATPase pH 6, cardiac RTF act -3, CAL PDZ FP-2 -2, Tat transport 3 and Wnt bcat act -3.
For NC(=O)COC(=O)CN1C(=O)C2CCCCC2C1=O (stereo unspecified) the results were MITF act 6, dFosB activator -4, CAL PDZ FP-1 0.1, Rtt109 HAT inh -1, CDK5 p35 inh -0.3, V-ATPase pH -3, cardiac RTF act 2, CAL PDZ FP-2 12, Tat transport -2 and Wnt bcat act 1.
Screening CCCOc1ncnc2c1[nH]c1ccc(OC)cc12 returned dFosB activator -2, CAL PDZ FP-1 -3.1, Rtt109 HAT inh -2, CDK5 p35 inh 0.2, V-ATPase pH 3, cardiac RTF act 4, CAL PDZ FP-2 -9, Tat transport 1 and Wnt bcat act 52*.
`O=C(CN1CCOCC1)Nc1cccc(C(=O)Nc2cccc(C(F)(F)F)c2)c1` gave MITF act -10, dFosB activator -7, CAL PDZ FP-1 -1.0, Rtt109 HAT inh -1, CDK5 p35 inh 1.3, V-ATPase pH 2, cardiac RTF act -5, CAL PDZ FP-2 7, Tat transport -11 and Wnt bcat act 2.
Screening CCC1CCCCN1CCCNC(=O)c1cc2c(Cl)nc3ccccc3c2s1 (stereo unspecified) returned MITF act -13, dFosB activator -54, CAL PDZ FP-1 0.0, CDK5 p35 inh 0.6, V-ATPase pH -1, cardiac RTF act -1, CAL PDZ FP-2 0, Tat transport -1 and Wnt bcat act 1.
CC(=O)Oc1ccc2c(c1)O/C(=C\c1ccncc1)C2=O was read as dFosB activator -4, CAL PDZ FP-1 -0.6, Rtt109 HAT inh 0, CDK5 p35 inh 0.3, V-ATPase pH 0, cardiac RTF act 60* and Tat transport -9.
Screening O=C(O)/C=C/C(=O)NCCC1=CCCCC1 returned MITF act 6, dFosB activator 0, CAL PDZ FP-1 -0.8, Rtt109 HAT inh 2, CDK5 p35 inh 0.6, V-ATPase pH 0, cardiac RTF act 3, CAL PDZ FP-2 -3, Tat transport -17 and Wnt bcat act -4.
`CCCOC(=O)Nc1ccc(S(=O)(=O)Nc2ncccn2)cc1` gave MITF act 15, dFosB activator 2, CAL PDZ FP-1 0.5, Rtt109 HAT inh -23, CDK5 p35 inh -0.1, V-ATPase pH 1, cardiac RTF act 2, CAL PDZ FP-2 3, Tat transport -5 and Wnt bcat act 0.
CNC(=O)CSc1nc2sccc2c(=O)n1-c1ccccc1 was read as MITF act 15, dFosB activator -2, CAL PDZ FP-1 -2.0, Rtt109 HAT inh 7, CDK5 p35 inh 0.0, V-ATPase pH -6, cardiac RTF act -6, CAL PDZ FP-2 0, Tat transport 2 and Wnt bcat act -1.
For COC(=O)[C@]1(C)N[C@H](c2ccc(SC3CCCCC3)cc2)[C@@H]2C(=O)N(C)C(=O)[C@@H]21 the results were MITF act 9, dFosB activator -7, CAL PDZ FP-1 -1.7, Rtt109 HAT inh -1, CDK5 p35 inh -0.9, V-ATPase pH 0, cardiac RTF act -6, CAL PDZ FP-2 -1, Tat transport -4 and Wnt bcat act -5.
`CCCCOc1ccc(C(=O)NCC(=O)NCC(c2ccc(OC)cc2)N2CCOCC2)cc1` (stereo unspecified) gave MITF act -2, dFosB activator -8, CAL PDZ FP-1 -0.4, Rtt109 HAT inh 4, CDK5 p35 inh -1.2, V-ATPase pH 2, cardiac RTF act 2, CAL PDZ FP-2 4, Tat transport 2 and Wnt bcat act 9.
Screening COc1ccc(OCC(O)CNS(=O)(=O)c2ccc(NC(C)=O)cc2)cc1 (stereo unspecified) returned MITF act -1, dFosB activator 0, CAL PDZ FP-1 -2.0, Rtt109 HAT inh 1, CDK5 p35 inh 1.9, V-ATPase pH 0, cardiac RTF act -2, CAL PDZ FP-2 -3, Tat transport 3 and Wnt bcat act 0.
Cc1nnc(NC(=O)c2ccc(S(=O)(=O)N3CCCCCC3)cc2)o1 was read as MITF act -4, dFosB activator -9, CAL PDZ FP-1 -0.1, Rtt109 HAT inh -7, CDK5 p35 inh 1.2, V-ATPase pH 0, cardiac RTF act 1, CAL PDZ FP-2 -2, Tat transport 5 and Wnt bcat act -1.
For CC1OC(OC2C(Oc3c(-c4ccc(O)cc4)oc4cc(O)cc(O)c4c3=O)OC(COC3O[C@@H](C)[C@H](O)[C@@H](O)C3O)C(O)C2O)C(O)C(O)C1O (stereo partly specified) the results were MITF act 1, dFosB activator -5, CAL PDZ FP-1 -1.0, Rtt109 HAT inh -1, CDK5 p35 inh -2.6, V-ATPase pH 2, cardiac RTF act -1, CAL PDZ FP-2 -4, Tat transport -1 and Wnt bcat act -1.
NC(=O)C1(Nc2ccc(-c3ccc(Cl)cc3)cc2)CCCC1 was read as MITF act 51, dFosB activator -12, CAL PDZ FP-1 -1.3, Rtt109 HAT inh 0, CDK5 p35 inh 1.0, V-ATPase pH 7, cardiac RTF act -1, CAL PDZ FP-2 -1, Tat transport -2 and Wnt bcat act 4.
Screening OC1(c2ccc(F)cc2)CCN(Cc2ccccc2)C1 (stereo unspecified) returned MITF act 6, dFosB activator -1, CAL PDZ FP-1 -1.0, Rtt109 HAT inh -18, CDK5 p35 inh -0.8, V-ATPase pH -3, cardiac RTF act 8, CAL PDZ FP-2 1, Tat transport 5 and Wnt bcat act 1.
Screening CCc1nc2ccc(Cc3ccc4nc(CC)[nH]c4c3)cc2[nH]1 returned MITF act 22, dFosB activator 2, CAL PDZ FP-1 -1.5, Rtt109 HAT inh 3, CDK5 p35 inh -0.8, V-ATPase pH 3, cardiac RTF act 5, CAL PDZ FP-2 -2, Tat transport -3 and Wnt bcat act 4.
Screening Cc1ccc(S(=O)(=O)NCCCCCC(=O)Nc2nccs2)cc1 returned MITF act 1, dFosB activator -3, CAL PDZ FP-1 -0.6, Rtt109 HAT inh 6, CDK5 p35 inh -0.7, V-ATPase pH 2, cardiac RTF act 3, CAL PDZ FP-2 -3 and Tat transport -5.
CC(C)n1c(O)c(N=NC(=O)c2ccccc2NS(=O)(=O)c2cccs2)c2ccccc21 was read as MITF act 0, dFosB activator 30*, CAL PDZ FP-1 -0.4, Rtt109 HAT inh 5, CDK5 p35 inh 2.3, V-ATPase pH 1, cardiac RTF act -5, CAL PDZ FP-2 3, Tat transport -2 and Wnt bcat act -3.
`CCN(C(=O)COc1ccc(N(C)S(=O)(=O)c2ccc(NC(C)=O)cc2)cc1)C1CCCCC1` gave MITF act 5, dFosB activator -9, CAL PDZ FP-1 -1.0, Rtt109 HAT inh 5, CDK5 p35 inh 0.3, V-ATPase pH 2, cardiac RTF act -2, CAL PDZ FP-2 -4, Tat transport 0 and Wnt bcat act -3.
`O=C(Nc1ccc2ncccc2c1)c1cc(Cl)ccc1Cl` gave MITF act 58, dFosB activator -5, CAL PDZ FP-1 -1.4, Rtt109 HAT inh 16, CDK5 p35 inh -1.3, V-ATPase pH -2, cardiac RTF act 1, CAL PDZ FP-2 3, Tat transport 0 and Wnt bcat act 9.
Screening CC(=O)Nc1ccc(S(=O)(=O)NCCC(=O)NC2CCCCCC2)cc1 returned MITF act -11, dFosB activator 0, CAL PDZ FP-1 -0.6, Rtt109 HAT inh -9, CDK5 p35 inh -1.1, V-ATPase pH -5, cardiac RTF act 1, CAL PDZ FP-2 12, Tat transport -3 and Wnt bcat act -2.
COCCNC(=S)N1CCC(NC(=O)Nc2ccc(C)cc2)CC1 was read as MITF act 12, dFosB activator -4, CAL PDZ FP-1 0.2, Rtt109 HAT inh 2, CDK5 p35 inh 0.8, V-ATPase pH -1, cardiac RTF act 3, CAL PDZ FP-2 7, Tat transport 1 and Wnt bcat act -1.
Screening Cc1ccc(O)c(C(=O)c2cc(C(=O)NCCc3ccccc3)c(=O)n(CCc3ccccc3)c2)c1 returned MITF act -1, dFosB activator -6, CAL PDZ FP-1 0.0, Rtt109 HAT inh 3, CDK5 p35 inh -1.3, V-ATPase pH -1, cardiac RTF act 1, CAL PDZ FP-2 -4, Tat transport 0 and Wnt bcat act -1.
CCOc1ccc(NC(=O)CC2C(=O)N(c3ccccc3)C(=S)N2Cc2ccccn2)cc1 (stereo unspecified) was read as dFosB activator -13, Rtt109 HAT inh 0, CDK5 p35 inh -5.2, V-ATPase pH 2, cardiac RTF act 6, CAL PDZ FP-2 -3, Tat transport 12 and Wnt bcat act -3.
Screening CC(C)NC(=O)c1ccccc1NC(=O)CS(=O)(=O)Cc1ccccc1 returned MITF act 4, dFosB activator 8, CAL PDZ FP-1 -0.9, Rtt109 HAT inh -9, CDK5 p35 inh 1.5, V-ATPase pH -4, cardiac RTF act 1, CAL PDZ FP-2 4, Tat transport 2 and Wnt bcat act -2.
Screening O=C(NN1CCCCCC1)c1ccccc1F returned dFosB activator 3, CAL PDZ FP-1 -0.2, Rtt109 HAT inh 1, CDK5 p35 inh 0.6, V-ATPase pH 3, cardiac RTF act -2, CAL PDZ FP-2 14, Tat transport 3 and Wnt bcat act 0.
Screening CCCCc1c(C)nn(-c2nnc3c4ccccc4n(CC)c3n2)c1C returned MITF act 3, dFosB activator -8, CAL PDZ FP-1 -0.3, Rtt109 HAT inh 3, CDK5 p35 inh -0.7, V-ATPase pH -5, cardiac RTF act -6, CAL PDZ FP-2 -1, Tat transport -13 and Wnt bcat act -3.
`CCOc1ccc(NC(=O)CSc2nnc(N)s2)c([N+](=O)[O-])c1` gave MITF act 10, dFosB activator -5, CAL PDZ FP-1 -0.2, Rtt109 HAT inh 1, CDK5 p35 inh 0.1, V-ATPase pH 0, cardiac RTF act 2, Tat transport -6 and Wnt bcat act -1.
For CC(=O)N1CCN(C(=O)C(Cc2ccccc2)NC(=O)c2ccccc2)CC1 (stereo unspecified) the results were MITF act 9, dFosB activator 4, CAL PDZ FP-1 -0.4, Rtt109 HAT inh -3, CDK5 p35 inh -0.6, V-ATPase pH -3, cardiac RTF act -3, Tat transport -2 and Wnt bcat act 1.
Screening COc1ccc(S(=O)(=O)Nc2nc3ccccc3s2)cc1 returned dFosB activator 6, CAL PDZ FP-1 -3.1, Rtt109 HAT inh 0, CDK5 p35 inh 1.0, V-ATPase pH -1, cardiac RTF act 5, CAL PDZ FP-2 3, Tat transport -1 and Wnt bcat act 5.
Screening Cc1ccc2[nH]cc(CCNC(=O)/C=C/c3ccco3)c2c1 returned dFosB activator -7, CAL PDZ FP-1 -0.2, Rtt109 HAT inh -3, CDK5 p35 inh -4.1, V-ATPase pH -5, cardiac RTF act -4, Tat transport -1 and Wnt bcat act 16.
For O=C(O)CCC(=O)N(Cc1ccco1)c1nc(-c2ccccc2)cs1 the results were MITF act -10, dFosB activator -6, CAL PDZ FP-1 -1.1, Rtt109 HAT inh 11, CDK5 p35 inh 0.4, V-ATPase pH 1, cardiac RTF act 1 and Tat transport -5.
For Cc1ccc(C)c(-n2cc(CN3CCCN(C=O)CC3)c(-c3ccccc3)n2)c1 the results were MITF act 4, dFosB activator -3, CAL PDZ FP-1 0.3, Rtt109 HAT inh -7, CDK5 p35 inh 1.6, V-ATPase pH -1, cardiac RTF act -3, CAL PDZ FP-2 -4, Tat transport -1 and Wnt bcat act 5.
